# Assay outcomes (PubChem BioAssay)
# S1P4 antag: S1P4 receptor antagonists, primary screen, cell-based; Sphingosine 1-phosphate receptor 4 (Homo sapiens), O95977; inhibition, % at 4.98 µM; S1P4-expressing cells, antagonist mode, reporter read-out; actives 0.26% (n = 220,000); in the data active = inhibition above about 29%;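 note: 0% = wells stimulated with agonist and 100% = vehicle wells without agonist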
# EP2 mod: EP2 receptor modulators, cAMP readout, primary screen, cell-based, HTRF cAMP, PGE2 stimulation; EP2-expressing cells, cAMP HTRF FRET, PGE2 co-stimulation; induction, % at 25 µM; AID 940, 2007; Prostaglandin E2 receptor EP2 subtype (Homo sapiens), P43116; actives 0.83% (n = 260,000);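 active = compounds whose cAMP rise, as percent of the full-agonist control response, exceeds 60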;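 note: rat C6 glioma line stably carrying human EP2 under a CMV promoter; the protocol text gives 20 µM as final concentration; 100% = response of wells given 1 µM PGE2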
# NPY1 pot ag: NPY-Y1 receptor potentiators or agonists, primary screen, cell-based; Neuropeptide Y receptor type 1 (Homo sapiens), P25929; NPY-Y1 expressing cells, potentiator/agonist activation; activation, % at 3.6 µM; actives 0.37% (n = 220,000); AID 1304, 2008; in the data active = activation above about 33%, passing the limit was not always enough;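 note: cells stimulated with NPY at EC10 then isoproterenol at EC100; 0% = low agonist plus stimulus and 100% = saturating agonist plus stimulus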
# NPY Y1 blocker: NPY-Y1 receptor antagonists, primary screen, cell-based; Neuropeptide Y receptor type 1 (Homo sapiens), P25929; HEK293-CNG Y1 cells, membrane potential fluorescence; NPY at EC95, then isoproterenol; inhibition, % at 3.6 µM; actives 1% (n = 200,000);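 active = inhibition above the campaign mean inhibition of all tested compounds plus 3 SD, cut at about 20% in these data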;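 note: 0% = DMSO wells given NPY plus isoproterenol and 100% = isoproterenol alone without NPY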
#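 Test system – HEK293 Y1/CNG channel cell line · Also added – NPY agonist 25 nM, then isoproterenol 1 µM plus Ro 20-1724 25 µM · Compound dosing – one concentration, 3.6 µM, in 0.4% DMSO · Schedule – compound incubation 1 h at room temperature, readout 45 min post-stimulation · Technique – fluorescence, membrane potential probe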
# NPY-Y2 PAM-ag: NPY-Y2 potentiators or agonists, primary screen, cell-based; Neuropeptide Y receptor type 2 (Homo sapiens), P49146; cells expressing NPY-Y2, potentiator/agonist read-out; activation, % at 3.6 µM; actives 0.45% (n = 220,000); in the data active = activation above about 27%;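 note: cells stimulated with NPY near EC25 plus isoproterenol at EC100; 0% = vehicle plus submaximal agonist and 100% = vehicle plus saturating agonist; some results beyond the cut were filed as inactive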
# p97 ATPase inh: inhibitors of human p97 ATPase, primary screen, biochemical | Transitional endoplasmic reticulum ATPase (Homo sapiens), P55072 | recombinant p97 ATPase, Kinase-Glo ATP luminescence, 3 h | inhibition, % at 8 µM | actives 0.42% (n = 220,000) | AID 1481, 2009; in the data active = inhibition above about 15%;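 note: 0% = DMSO vehicle and 100% = wells lacking enzyme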
# EP2 antag: human EP2 receptor antagonists, primary screen, TR-FRET cAMP, C6 glioma cells; Prostaglandin E2 receptor EP2 subtype (Homo sapiens), P43116; actives 0.52% (n = 260,000); inhibition, % at 25 µM; C6 glioma cells expressing human EP2; cells stimulated with saturating PGE2;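 active = percent inhibition above 40 after rounding to a whole number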;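 note: rat C6 glioma host cells with rolipram phosphodiesterase inhibitor present; the protocol text gives 20 µM as final concentration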
# eIF4E 4G PPI: eIF4E–eIF4G protein interaction inhibitors, primary screen, biochemical, uHTS, TR-FRET, eIF4GI fragment | TR-FRET eIF4E-eIF4GI(517-606) binding, 2 h | actives 0.37% (n = 220,000) | AID 782, 2007 | inhibition, % at 21.7 µM;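 active = inhibition above about 30%, limit read from the data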;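 note: 0% = full FRET control wells and 100% = background wells lacking eIF4GI fragment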
# S1P4 ag: S1P4 receptor agonists, primary screen, cell-based; Sphingosine 1-phosphate receptor 4 (Homo sapiens), O95977; S1P4-expressing cell line, agonist reporter assay; activation, % at 4.98 µM; actives 0.35% (n = 220,000); in the data active = activation above about 11%;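 note: 0% = DMSO vehicle and 100% = reference agonist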
# Active calls of the source: *; . = not tested or not shown; & = joins results of further samples; [ ] = another dose, or the depositor's remark.
No.	smiles	S1P4 antag	EP2 mod	NPY1 pot ag	NPY Y1 blocker	NPY-Y2 PAM-ag
1	COc1ccc(-c2[nH]ncc2/C=N\NS(=O)(=O)c2ccc(Cl)cc2)cc1	-25	11	-30	-1	-14
2	COc1ccc(S(=O)(=O)Nc2ccccn2)c(C)c1C	5	26	10	-7	22
3	CN(C(=O)COC(=O)c1cccc(NS(=O)(=O)c2ccc(F)c(F)c2)c1)C1CCS(=O)(=O)C1 (stereo unspecified)	-18	-3	15	3	-2
4	CCOC(=O)C1CCN(C(=O)c2ccc(SC)cc2OC)CC1	1	-3	-7	-1	3
5	O=C(CN(C(=O)c1ccco1)c1cccc(F)c1)NCc1ccc(F)cc1	1	5	-7	-5	1
6	Cc1csc(NC(=O)C(NS(=O)(=O)c2ccc(Br)s2)c2ccccc2)n1 (stereo unspecified)	-18	6	-2	8	-9
7	Nc1nc(-c2ccc(Br)cc2)cs1	11	-21	-1	2	9
8	Cc1ccc2c(COC(=O)C3=COCCO3)cc(=O)oc2c1	-37	-20	-3	4	-8
9	O=C(NCC(=O)N(Cc1ccccc1)C(C(=O)NC1CCCCC1)c1ccco1)c1ccco1 (stereo unspecified)	-8	7	-15	6	1
10	Cc1ccc(-c2nc(N/N=C/c3ccncc3)c3ccccc3n2)cc1	11	-4	-14	-6	-2
11	CCOc1ccc(-n2c(C)nc(O)c2N=Nc2ccccc2)cc1	-17	12	-20	5	2
12	CC1(C)Cc2c(c(N3CCOCC3)nc3sc4c(NCc5ccco5)nnnc4c23)CS1	-9	16	-25	3	-7
13	CCOC(=O)N1CCN(CC(O)COC2CC(C)CC(C)(C)C2)CC1 (stereo unspecified)	3	5	1	11	12
14	Cc1cc(NC(=O)c2cccc([N+](=O)[O-])c2)no1	-12	13	-1	.	2
15	O=C1/C(=C/c2ccc(O)c([N+](=O)[O-])c2)SC(=S)N1Cc1ccccc1	-7	28	0	-7	6

No.	p97 ATPase inh	EP2 antag	eIF4E 4G PPI	S1P4 ag
1	-2	5	-1	0.0
2	3	8	-1	-3.2
3	3	2	3	-0.9
4	1	.	1	-3.4
5	2	13	-2[fluorescence artefact?]	-1.6
6	10	14	-7[fluorescence artefact?]	3.7
7	-1	15	5	-0.8
8	1	10	-3[fluorescence artefact?]	-0.6
9	-1	21	-13	-0.9
10	-60	9	-32	-2.2
11	-1	3	2	-0.4
12	-3	12	-1	0.8
13	-1	8	17	-3.5
14	4	3	0	1.3
15	6	4	19	0.1

# Next section.
No.	smiles	S1P4 antag	EP2 mod	NPY1 pot ag	NPY Y1 blocker	NPY-Y2 PAM-ag
16	CC1CCCCN1C(=O)CSc1nc(N)cc(=O)[nH]1 (stereo unspecified)	-13	14	-8	0	2
17	Cc1ccc(S(=O)(=O)/N=C/c2ccc(N(C)C)cc2)cc1	-15	6	9	4	3
18	CC(OC(=O)CN(C)S(=O)(=O)c1ccc(Cl)cc1)C(=O)Nc1ccc(N2CCOCC2)cc1 (stereo unspecified)	15	22	1	-6	14
19	CC(C)n1nnnc1SCC(=O)Nc1ccc2c(c1)OCO2	-11	29	-2	0	12
20	CCOc1ncccc1C(=O)Nc1ccc(OC)c(S(=O)(=O)N2CCCCC2)c1	-9	-1	-2	12	2
21	O=C(CCl)NNc1cccc(Cl)n1	-21	0	12	-8	-2
22	Cc1cccc(CSc2nnc(N)n2-c2ccccc2)c1	-3	9	-2	2	-15
23	O=C(Nc1ccccc1)c1ccccc1N=Cc1ccccc1O	-19	34	0	-3	10
24	OCCC1CN(CC#Cc2ccccc2)CCN1C1CCCC1 (stereo unspecified)	-2	-22	102*	3	-8
25	CCc1cc[n+](C2=C([O-])c3ccccc3C(=O)/C2=N\S(=O)(=O)c2cccs2)cc1	-1	-52	-34	1	-2
26	Cc1onc(-c2ccccc2Cl)c1C(=O)Nc1nc2c(s1)CCCC2	-1	46	-33	9	-4
27	CC1=[N+](C)c2c(ccc3cccnc23)C1(C)C	-39	11	-29	6	5
28	CCCCn1c(C(C)NC(=O)CCC)nc2ccccc21 (stereo unspecified)	-1	-14	-6	1	-7
29	O=C(NCCc1ccc(Cl)cc1)c1n[nH]c2ccccc12	-25	-54	-7	-6	-12
30	O=C(NCc1ccncc1)c1ccc(Cl)c(S(=O)(=O)N2CCCCC2)c1	10	-9	-7	-1	-13

No.	p97 ATPase inh	EP2 antag	eIF4E 4G PPI	S1P4 ag
16	3	10	4	-4.2
17	4	6	13	0.3
18	1	8	-1	0.1
19	-1	5	-1[fluorescence artefact?]	0.5
20	-3	5	-1	-0.7
21	13	8	7	1.4
22	0	1	5	2.0
23	4	12	0	0.3
24	-2	9	-1	0.3
25	1	12	3	0.5
26	6	27	-7	0.0
27	4	15	6	0.4
28	0	11	-3	-1.6
29	-1	20	3	1.8
30	0	5	3	0.6

# Carrying on.
No.	smiles	S1P4 antag	EP2 mod	NPY1 pot ag	NPY Y1 blocker	NPY-Y2 PAM-ag
31	CCOC(=O)c1cc(-c2ccccc2)n(CC(=O)Nc2cc(OC)cc(OC)c2)c1C	-14	6	-2	3	1
32	Cc1cc(C)nc(SCc2cc(=O)c(OC(=O)c3cccc([N+](=O)[O-])c3)co2)n1	-9	53	-11	8	1
33	COC(=O)C1=C(C)N(Cc2ccc(OC)c(OC)c2)C(=O)C1	0	22	-1	-4	7
34	COc1ccc(-c2csc(Cc3nnc4n3CCCCC4)n2)cc1OC	-13	21	-12	2	-5
35	Cc1noc(C)c1CN1C(=O)NC2(CCc3ccccc3C2)C1=O (stereo unspecified)	-15	23	-3	11	14
36	C/C(=N\Nc1ccc(F)cc1F)c1cccs1	-6	-26	9	1	-9
37	O=C(NC(C(=O)N1CCCC1C(=O)O)=C1CCCCC1)c1ccccc1 (stereo unspecified)	-10	22	7	0	11
38	O=C(NC1CCCCCC1)C(=S)N1CCOCC1	-2	27	10	-1	1
39	O=C(CN1C(=O)c2cccc3cccc(c23)C1=O)N1CCCCCC1	-2	-25	8	-5	-6
40	CC(=O)c1c(C)cc(C)c(CSc2nc(C)cc(=O)[nH]2)c1C	-17	22	8	0	0
41	CCOC(=O)Cc1nnc(NC(=O)C(CC)Sc2nc(C)cc(=O)[nH]2)s1 (stereo unspecified)	1	25	-18	-1	0
42	Cc1ccc(C(=O)N(C)c2ccc(OCC(=O)N3c4ccc(C)cc4C4CN(C)CCC43)cc2)cc1 (stereo unspecified)	-24	-3	-13	3	-8
43	Cc1ccc(S(=O)(=O)N(CC(=O)N2CCC(C)CC2)Cc2ccccc2F)cc1	-6	9	79*	3	20
44	Cc1ccc2cc(CN(Cc3ccco3)C(=O)NCc3ccccc3)c(=O)[nH]c2c1C	13	-5	-14	5	8
45	CC(C)(C)C(=O)OC/C(N)=N/OC(=O)c1ccc(Cl)cc1	-5	0	-9	.	13

No.	p97 ATPase inh	EP2 antag	eIF4E 4G PPI	S1P4 ag
31	-5	5	-11	0.7
32	6	3	0	-0.9
33	4	10	0	-0.5
34	3	5	-1[fluorescence artefact?]	-1.4
35	4	9	2[fluorescence artefact?]	0.8
36	1	7	-2	0.1
37	-6	11	-2	-0.8
38	3	8	0	0.8
39	5	3	1	-0.7
40	2	14	3	0.6
41	1	12	-6	1.2
42	0	9	-3	1.4
43	1	7	0	0.5
44	0	14	6[fluorescence artefact?]	1.6
45	4	8	0	1.1

# A draw from above in order of molecular weight, high to low:
No.	smiles	S1P4 antag	EP2 mod	NPY1 pot ag	NPY Y1 blocker	NPY-Y2 PAM-ag
43	Cc1ccc(S(=O)(=O)N(CC(=O)N2CCC(C)CC2)Cc2ccccc2F)cc1	-6	9	79*	3	20
32	Cc1cc(C)nc(SCc2cc(=O)c(OC(=O)c3cccc([N+](=O)[O-])c3)co2)n1	-9	53	-11	8	1
41	CCOC(=O)Cc1nnc(NC(=O)C(CC)Sc2nc(C)cc(=O)[nH]2)s1 (stereo unspecified)	1	25	-18	-1	0
34	COc1ccc(-c2csc(Cc3nnc4n3CCCCC4)n2)cc1OC	-13	21	-12	2	-5
37	O=C(NC(C(=O)N1CCCC1C(=O)O)=C1CCCCC1)c1ccccc1 (stereo unspecified)	-10	22	7	0	11
39	O=C(CN1C(=O)c2cccc3cccc(c23)C1=O)N1CCCCCC1	-2	-25	8	-5	-6
38	O=C(NC1CCCCCC1)C(=S)N1CCOCC1	-2	27	10	-1	1
36	C/C(=N\Nc1ccc(F)cc1F)c1cccs1	-6	-26	9	1	-9

No.	p97 ATPase inh	EP2 antag	eIF4E 4G PPI	S1P4 ag
43	1	7	0	0.5
32	6	3	0	-0.9
41	1	12	-6	1.2
34	3	5	-1[fluorescence artefact?]	-1.4
37	-6	11	-2	-0.8
39	5	3	1	-0.7
38	3	8	0	0.8
36	1	7	-2	0.1

# Following part:
No.	smiles	S1P4 antag	EP2 mod	NPY1 pot ag	NPY Y1 blocker	NPY-Y2 PAM-ag
46	CN(C)CC(O)COC(c1ccc(Cl)cc1)c1ccc(Cl)cc1 (stereo unspecified)	-12	-31	-7	4	-9
47	CN(CC(=O)N1CCc2ccccc21)S(=O)(=O)c1ccc(Br)s1	4	-22	-13	2	-15
48	COC(=O)c1sccc1NC(=S)N1CCC(C)CC1	-10	14	1	0	0
49	CCCCCCc1ccc(OCC(=O)OC)cc1OCC(=O)OC	5	31	-27	1	6
50	O=C(NCCc1ccccc1)c1cccc(N2C(=O)C3CC=CCC3C2=O)c1 (stereo unspecified)	4	-41	12	-3	9
51	CCc1ccc(OCC(=O)c2c(O)c3ccccc3oc2=O)cc1	-13	-35	-3	7	-13
52	COc1ccccc1N1CCN(C(=O)CSc2ncnc3c2cnn3-c2ccc(C)c(C)c2)CC1	-32	17	-16	.	-4
53	COc1cc(/C=C(/C#N)C(=O)NCCc2c[nH]c3ccccc23)ccc1OCc1ccccc1F	-12	11	4	6	-9
54	C[N+]1(C)CC2=Cc3ccccc3CC2C1 (stereo unspecified)	-15	-16&8	16	2	-2
55	O=C(OCc1cccnc1)C1=Cc2ccccc2OC1	-9	-38	13	1	-4
56	CN1CCN(c2ccc(Cl)cc2NC(=O)c2ccc([N+](=O)[O-])cc2)CC1	7	-16	14	.	-29

No.	p97 ATPase inh	EP2 antag	eIF4E 4G PPI	S1P4 ag
46	-4	7	-1	0.6
47	2	8	-3[fluorescence artefact?]	-0.6
48	1	8	3	-1.6
49	-2	0	-12	-3.8
50	5	8	-2	0.5
51	2	6	0	-0.3
52	4	3	0	1.7
53	1	4	-4	-0.3
54	6	13&9	3	-1.0
55	2	7	2	-0.4
56	2	6	-2	-0.2

# The list is partial; the hit share may differ from the screen's.
